Source: PubChem BioAssay (Johns Hopkins Ion Channel Center)
CHT inh: inhibitors of human choline transporter CHT; Q9GZV3; CHT-expressing cells, membrane potential dye, choline response; hits give low values; B-score at 10 µM; actives 0.86% (n = 310,000); AID 488975;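 active means B-score over 3 SD under the library average, and starting fluorescence ratio not unusually high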;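 further: choline stimulus applied at its EC90 after an EC20 pre-addition; B-score computed on integrated fluorescence ratio after choline addition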
Target sequence (Q9GZV3 whole entry, looked up): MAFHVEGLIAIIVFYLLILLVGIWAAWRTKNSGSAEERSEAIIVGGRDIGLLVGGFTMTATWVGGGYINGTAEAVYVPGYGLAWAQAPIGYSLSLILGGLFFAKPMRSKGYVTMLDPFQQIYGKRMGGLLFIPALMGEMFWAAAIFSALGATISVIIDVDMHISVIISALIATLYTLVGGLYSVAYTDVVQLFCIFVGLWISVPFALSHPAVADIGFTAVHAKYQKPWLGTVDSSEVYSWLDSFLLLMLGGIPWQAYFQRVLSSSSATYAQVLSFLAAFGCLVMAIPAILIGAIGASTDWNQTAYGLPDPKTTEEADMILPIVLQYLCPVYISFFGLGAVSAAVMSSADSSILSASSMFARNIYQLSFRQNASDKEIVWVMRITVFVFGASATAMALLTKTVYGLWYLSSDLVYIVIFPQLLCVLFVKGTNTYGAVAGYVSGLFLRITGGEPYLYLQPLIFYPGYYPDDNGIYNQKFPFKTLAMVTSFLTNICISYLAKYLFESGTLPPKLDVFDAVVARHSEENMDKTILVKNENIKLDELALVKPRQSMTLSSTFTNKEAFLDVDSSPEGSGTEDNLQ
KCNQ2 block: KCNQ2 channel blockers in CHO-K1 cells – cell-based, FluxOR thallium flux, B-score, primary screen (AID 2156) | 20 min; hits give low values | B-score at 10 µM | actives 1.1% (n = 310,000);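 active means fluorescence ratio B-score at most minus 3 library SDs, with starting brightness B-score within 2 library SDs, cut at about -5.5 in these data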
Kir21 inh: blocks the mouse Kir2.1 inward-rectifier potassium channel; HEK293-Kir2.1, FluxOR thallium flux fluorescence; hits give low values; B-score at 10 µM; AID 1672; P35561; actives 0.85% (n = 310,000);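 active means fluorescence ratio B-score at or below minus 3 SD of library scores, with starting-brightness B-score within 2 SD, cut at about -4.2 in these data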;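 further: channel flux triggered by added potassium and thallium sulfate stimulus; B-score of peak minus minimum fluorescence over baseline after thallium stimulus; more negative B-score means stronger Kir2.1 block with less thallium influx; some compounds called inactive have numbers as strong as hits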
Target sequence (P35561 whole entry, looked up): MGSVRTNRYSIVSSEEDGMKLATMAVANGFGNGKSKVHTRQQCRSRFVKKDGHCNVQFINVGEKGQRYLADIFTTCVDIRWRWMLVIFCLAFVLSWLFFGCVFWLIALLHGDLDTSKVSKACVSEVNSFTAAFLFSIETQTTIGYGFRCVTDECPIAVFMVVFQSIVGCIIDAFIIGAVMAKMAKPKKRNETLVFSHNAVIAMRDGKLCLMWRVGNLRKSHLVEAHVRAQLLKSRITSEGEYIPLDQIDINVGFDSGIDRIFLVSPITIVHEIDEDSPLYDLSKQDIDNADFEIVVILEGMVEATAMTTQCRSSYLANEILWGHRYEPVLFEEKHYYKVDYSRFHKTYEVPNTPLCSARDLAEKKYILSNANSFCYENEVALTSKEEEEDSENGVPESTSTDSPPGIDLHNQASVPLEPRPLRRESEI
* marks the source's active call; other numbers are inactive results; i = inactive; x = not tested or not shown.

SMILES | CHT inh | KCNQ2 block | Kir21 inh
CN(C)c1nc(C#N)nc(N(C)C)n1 | i | i | -0.16
Cc1ccc(NC(=O)C2CCN(S(=O)(=O)c3ccc4c(c3)CC(C)N4C(=O)C3CCC3)CC2)nc1 (configuration not stated) | i | i | -0.04
COCCCNC(=O)c1cc2c(-c3ccc(Cl)cc3)nn(C)c2s1 | i | i | 0.53
Cc1cc(S(=O)(=O)N2CCN(C(=O)CCC(=O)N3CCOCC3)CC2)ccc1Br | i | i | -0.8
Cc1ccc(C(=O)N2CCN(c3ncccn3)CC2)cc1NC1=NC2CS(=O)(=O)CC2S1 (configuration not stated) | i | i | -0.27
CCOC(=O)C1CCCN(Cc2cc(Br)c(OC)cc2OC)C1 (configuration not stated) | i | i | -0.74
CCOC(=O)CNC(=O)CSc1nnc(SCC(=O)NCC(=O)OCC)s1 | i | i | 2.8
COc1cc(/C=N/NC(=O)C(=O)NCc2ccco2)cc(Br)c1O | i | i | 0.67
CC1(c2ccccc2)O[C@@H]2C[C@H]3[C@@H]4CCC5=CC(=O)C=C[C@]5(C)[C@@]4(F)[C@@H](O)C[C@]3(C)[C@]2(C(=O)CO)O1 (some centres not stated) | i | i | -0.9
Cc1ccc(C)c(N(CC(=O)NC2CCCC2)C(=O)CNC(=O)c2cccs2)c1 | i | i | -1.1
C=CCNc1ncnc2c1cnn2-c1cccc(C)c1 | i | i | 0.15
O=C(O)c1cc(-c2ccccc2Cl)n(-c2ccc(F)cc2)n1 | i | i | 0.36
CCOC(=O)C(NC(=O)c1ccccc1Cl)(Nc1ccc(C)c(C)c1)C(F)(F)F (configuration not stated) | i | i | -0.55
CCOC(=O)C(NC(=O)c1cccc(Cl)c1)(Nc1sc2c(c1C(N)=O)CCC2)C(F)(F)F (configuration not stated) | i | i | 0.02
Cc1ccc(C(=O)NCC(=O)NCC(=O)OCC(=O)c2ccc(F)cc2)cc1 | i | i | 1.2
COc1ccccc1NC(=O)Nc1ccc2c(c1)nc(C)n2C | i | i | 0.01
N#Cc1c(-c2ccccc2)cc2nc3ccccc3n2c1N | i | i | 0.73
CCc1nnc(NC(=O)Cc2ccc(Br)cc2)s1 | i | i | 0
CNC(=O)c1cc(S(=O)(=O)N2CC(C)OC(C)C2)ccc1N1CCOCC1 (configuration not stated) | x | i | -0.43
CCCC(=O)n1nc(-c2cccnc2)nc1NCc1ccc(OC)cc1 | x | i | -0.3
COc1ccc([N+](=O)[O-])cc1NC1C2CC3CC(C2)CC1C3 (configuration not stated) | i | i | 0.63
O=[N+]([O-])c1ccccc1OCCCN1CCc2ccccc2C1 | i | i | -0.95
CC(C)(C)c1nc2ccccc2c2nnc(SCC(=O)NCc3ccco3)n12 | i | -6.5* | -4.2
Cc1ccc(CN2C3=NCCN3c3ccccc32)cc1 | i | i | -1.2
COc1ccc([C@H]2[C@H](C(=O)C(C)(C)C)N3N=Cc4ccccc4C3[C@]23N=C(c2ccccc2)OC3=O)cc1 (some centres not stated) | i | -9.5* | -1

A different layout for two compounds above.
Results follow in this order: CHT inh | KCNQ2 block | Kir21 inh
- CN(C)c1nc(C#N)nc(N(C)C)n1
 : i | i | -0.16
- O=[N+]([O-])c1ccccc1OCCCN1CCc2ccccc2C1
 : i | i | -0.95

One compound at a time (already shown).
Profile of CCOC(=O)CNC(=O)CSc1nnc(SCC(=O)NCC(=O)OCC)s1 = CHT inh = i; KCNQ2 block = i; Kir21 inh = 2.8
Profile of N#Cc1c(-c2ccccc2)cc2nc3ccccc3n2c1N = CHT inh = i; KCNQ2 block = i; Kir21 inh = 0.73

Additional entries
SMILES | CHT inh | KCNQ2 block | Kir21 inh
CCN(CC)CCCNC(=O)c1cc(-c2ccc(O)cc2)on1 | i | i | 1.4
O=C(Nc1ncccc1O)c1cccc(S(=O)(=O)N2CCCC2)c1 | i | i | -0.12
CC(C)NC(=O)CCCc1ccccc1 | i | i | -0.6
Cc1ccc(/C=C(\C#N)C(=O)Nc2cccc(C)n2)cc1 | i | i | -0.04
CCOC(=O)C(NC(=O)c1ccc(F)cc1)(Nc1sc2c(c1C(N)=O)CCC2)C(F)(F)F (configuration not stated) | i | i | -0.46
O=C(CN1C(=O)C2C3C=CC(C3)C2C1=O)OCC(=O)c1ccc(Cl)c([N+](=O)[O-])c1 (configuration not stated) | i | i | -1.4
Cc1ccc2oc(=O)c(/C=C(\O)c3ccccc3)nc2c1 | i | i | -0.09
O=C1c2ccccc2C(=O)N1CC1=CCS(=O)(=O)C1 | i | i | 0.07
COc1ccccc1CNC(=O)c1ccc2nc3[nH]c4ccccc4c3nc2c1 | i | i | 3.2
Cc1cc(C)n(-c2cc(N3CCOCC3)nc(-c3ccccc3)n2)n1 | i | i | -3.9
O=C(O)CCc1nn2c3ccccc3n(CC(=O)c3cccs3)c2nc1=O | i | i | 0
Cc1cccc(OCC(=O)Nc2ccccc2N2CCN(C)CC2)c1 | i | i | 0.11
CC(/C=N\NC(=O)CN1CCN(S(=O)(=O)c2ccc(C)cc2)CC1)=C\c1ccccc1 | i | i | -1.5
Cn1nnc(NC(=S)NC(=O)c2cccc3c(Cl)cccc23)n1 | i | i | 0.11
COc1cccc(CNC(=S)Nc2cc(C)ccc2C)c1 | i | i | 0.01
CC(=O)Nc1cccc(C(=O)N2CCN(Cc3ccccc3)CC2)c1 | i | i | -1.2
O=C(c1cccc([N+](=O)[O-])c1)N1CCN(c2n[nH]c(=O)[nH]c2=O)CC1 | i | i | 0.86
NC(=O)COC(=O)CC1CC2CCC1C2 (configuration not stated) | i | i | -0.09
O=C(Cc1ccccc1)NC(NNc1ccccc1)(C(F)(F)F)C(F)(F)F | i | i | -3.8
CC(=O)c1ccc(S(=O)(=O)NCCC(=O)OC(C)C(=O)Nc2ccc(F)cc2)cc1 (configuration not stated) | i | i | 0.09
Cc1cccc(C(=O)Nc2ccc3c(c2)nc(C)n3C)c1 | i | i | 1.1
CCOc1ccc(NS(=O)(=O)c2ccc(C(=O)NC3CCC(O)CC3)cc2)cc1 (configuration not stated) | i | i | 0.39
CC(C)OC(=O)CCC(=O)Nc1nc2ccccc2s1 | i | i | 1.3
Cn1c(CNC(=O)c2ccc3c(c2)OCO3)nnc1SCC(=O)Nc1ccccc1Cl | i | i | -1.4
O=C(N/C(=C/c1ccco1)C(=O)N1CCOCC1)c1ccc([N+](=O)[O-])cc1 | x | i | -0.28

Reprinted at random: five compounds from above, in no set order.
SMILES | CHT inh | KCNQ2 block | Kir21 inh
O=C(c1cccc([N+](=O)[O-])c1)N1CCN(c2n[nH]c(=O)[nH]c2=O)CC1 | i | i | 0.86
CC(C)NC(=O)CCCc1ccccc1 | i | i | -0.6
O=C(Nc1ncccc1O)c1cccc(S(=O)(=O)N2CCCC2)c1 | i | i | -0.12
CC(/C=N\NC(=O)CN1CCN(S(=O)(=O)c2ccc(C)cc2)CC1)=C\c1ccccc1 | i | i | -1.5
O=C(O)CCc1nn2c3ccccc3n(CC(=O)c3cccs3)c2nc1=O | i | i | 0

Continued.
SMILES | CHT inh | KCNQ2 block | Kir21 inh
O=C(CSc1nnc(-c2ccc([N+](=O)[O-])cc2)o1)Nc1ccccn1 | i | i | 0.35
Cc1ccccc1-c1nc2ccccc2c(=O)n1/N=C/c1ccc([N+](=O)[O-])cc1 | i | i | 0.97
Cc1ccc2cc3c(N)c(C(=O)Nc4c(C)[nH]c(=O)[nH]c4=O)sc3nc2c1 | i | i | -0.6
C/C(CC(=O)Nc1ccc(Cl)cc1)=N\NC(=O)C(=O)N1CCCCC1 | i | i | -0.52
COc1ccc(N=Cc2c(O)cc(C)oc2=O)cc1 | i | i | 1.1
COc1ccccc1NC(=O)c1nnn(CC(=O)Nc2ccccc2)c1N | i | i | 2.2
CCCCc1cc(O)c(CCCC)c(O)c1 | -5.2* | i | -1.3
O=C(NCc1ccco1)c1c(O)c2cccc3c2n(c1=O)CCC3 | i | i | -0.66
O=C(CSc1ccc(-c2cccnc2)nn1)N1CCCC1 | i | i | 0.79
Cc1ccc(S(=O)(=O)N(CC(=O)Nc2ccc(C(N)=O)cc2)C(=O)N2CCN(C)CC2)cc1 | i | i | 0.81
Cc1ccc(NC(=O)CCOc2ccccc2C)cc1C | i | i | -0.03
Cc1cc(C(=O)Nc2ccccc2N2CCOCC2)c(C)o1 | i | i | -1.6
CCOc1ccc(S(=O)(=O)N2CCCCC2)cc1NC(=O)CC1OC(=O)c2ccccc21 (configuration not stated) | i | i | 0.69
Cc1cc(NC(=O)CN(C)CCOc2ccccc2)ccc1Br | i | i | -0.07
Cc1ccc(C(=O)CC(C(=O)O)P(=O)(c2ccccc2)c2ccccc2)cc1 (configuration not stated) | i | i | 0.49
CCOc1ccc(C(C(=O)NC2CCCCC2)N(C(=O)c2ccco2)c2ccc(-n3cnnn3)c(C)c2)cc1 (configuration not stated) | i | i | -0.51
Cc1ccc(-c2nc3ncccc3o2)cc1NC(=S)NC(=O)c1ccco1 | i | i | 0.01
COc1ccc(NC(=S)NCCc2ccc(S(N)(=O)=O)cc2)c(OC)c1 | i | i | -0.33
COc1ccc(C(CCN2CCCC(C)C2)c2c(OC)cc(OC)c3c(-c4ccccc4)cc(=O)oc23)cc1 (configuration not stated) | -5.7* | -6* | -0.45
COC(=O)c1cn(NC(=O)c2cc([N+](=O)[O-])ccc2F)c(=O)c2ccccc12 | i | i | -0.6
Cc1ccc2c(c1)/C(=C/c1ccccc1)C(=O)N2 | i | i | 0.14
COc1ccc(CC(=O)NCC(=O)N/N=C/c2sccc2C)cc1 | i | i | 0.17
O=Cc1ccccc1OCCN1CCCC1=O | i | i | -1.4
O=C(NC1CCCCC1)C1CC(=O)N(c2cccc([N+](=O)[O-])c2)C1 (configuration not stated) | i | i | 0.05
Nc1ncc(Br)cc1S(=O)(=O)NCCC(=O)NCc1ccc(F)cc1 | i | i | -0.69
(more compounds)
SMILES | CHT inh | KCNQ2 block | Kir21 inh
Nc1[nH]n2c(=O)c3c(nc2c1N=Nc1ccc(Cl)cc1)CCCC3 | i | i | -0.1
CC(=O)Nc1ccc(C(=O)/C=C/c2ccc[nH]2)cc1 | i | i | -0.54
O=C(Nc1cccc(C(=O)O)c1)/C(=C\c1ccc2c(c1)OCO2)NC(=O)c1ccc(Br)o1 | i | i | -1.4
O=C(CN1CCCCC1)N/N=C/c1ccccc1Br | i | i | 0
OCc1nnc2c3ccccc3c(-c3ccccc3)nn12 | i | i | 1.2
CC1CCN(C(=O)CCCC(=O)N2CCC(C)CC2)CC1 | i | i | 0.17
CCCN(CC(=O)Nc1ccc(C(C)=O)cc1)CC(=O)Nc1ccccc1C | i | i | 1.4
O=C(CSc1nc2[nH]ncc2c(=O)[nH]1)Nc1ccc(OC(F)(F)F)cc1 | i | i | -0.57
Cc1ccccc1Cn1c(=O)c2c(nc3n2CCCN3Cc2ccccc2)n(C)c1=O | i | i | -0.37
Cc1csc(NC(=O)CSc2ncnc3ccccc23)n1 | i | i | -2
C/C(CC(=O)N(C(C)C)C(C)C)=N\NC(=O)COc1ccc(Cl)cc1Cl | i | i | 0.19
COc1ccc(C(Nc2ccc(S(=O)(=O)NCC3CCCO3)cc2)C(=O)NC(C)(C)C)cc1OC (configuration not stated) | i | i | -0.28
CC(=O)c1ccc(NC(=S)NCc2ccc(Cl)cc2Cl)cc1 | i | i | -0.01
CO/N=C/CC(=O)c1ccc(OC)cc1 | i | i | -1.1
Cc1cc(=O)oc2c3c(cc(OCC(=O)NC(Cc4ccc(Cl)cc4)C(=O)O)c12)OC(C)(C)CC3 (configuration not stated) | i | i | 1.1
CN1c2ccccc2C(C)(C)C12CC(CCl)=NO2 (configuration not stated) | i | i | 0.56
Cc1cccc(C(=O)NCC(=O)NCC2COc3ccccc3O2)c1 (configuration not stated) | i | i | 0.2
CN1CCN(C2=Cc3ccccc3Sc3cc(F)ccc32)CC1 | i | i | -8.4*
CC1(C)Cc2c(c(=S)nc(-c3ccccc3)n2CCCN2CCOCC2)CO1 | i | i | 0.09
O=C(CCC(=O)N1CCN(c2ccccn2)CC1)Nc1nnc(C(F)(F)F)s1 | i | i | -0.79
O=C(CSc1nncs1)NCc1ccc2c(c1)OCO2 | i | i | 0.17
COc1ccc(-c2csc(N(CC3CCCO3)C(=O)c3ccccc3)n2)cc1 (configuration not stated) | i | i | -0.33
CC(=O)OCCCNc1cc(Sc2ccc(C)cc2)c2nonc2c1[N+](=O)[O-] | i | i | -0.03
Cn1c(N)c(C(=O)COC(=O)C2CCCN2C(=O)c2cccs2)c(=O)n(C)c1=O (configuration not stated) | i | i | -0.18
O=C(O)c1cc(-c2ccc(N3CCOCC3)cc2)nn1-c1ccc(F)cc1 | i | i | 0.11
Other compounds follow:
SMILES | CHT inh | KCNQ2 block | Kir21 inh
O=C(c1cnn2ccccc12)N1CCN(C2CCCCC2)CC1 | i | i | -1.7
COc1cc(C(C(=O)NCC2CCCO2)N(C(=O)Cn2nnc3ccccc32)c2ccc(OC)c(OC)c2)ccc1O (configuration not stated) | i | i | 0.51
Cn1c(SCC(=O)c2ccc3c(c2)OCCO3)nnc1C(F)(F)F | i | i | 0.02
CC(=O)[C@@H]1[C@@H]2C(=O)N(Cc3ccccc3)C(=O)[C@@H]2C2c3ccccc3C=CN21 (some centres not stated) | i | i | -0.06
COc1ccccc1C1CCN(C(=O)c2ccc(Cl)cc2)CC1 | i | i | 0.67
Cc1ccc(N/N=C2/CCCNC2=O)cc1 | i | i | 0.56
COc1cc(/C=C(/NC(=O)c2ccc(Cl)cc2Cl)C(=O)O)cc(OC)c1OC | i | i | 0.06
CN(C)C(=O)CSc1nnc(Cc2ccccc2)n1Cc1ccco1 | i | i | 0.48
